# Compound activity: PubChem, several laboratories
# BaF3 parental: parental Ba/F3 cell viability inhibition, counter-screen for JAK2V617F inhibitor project, murine pro-B, CellTiter-Glo luminescence; CellTiter-Glo ATP luminescence; AID 1486, 2009; actives 1.1% (n = 220,000); inhibition, % at 5.6 µM;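 active = inhibition above a per-campaign cutoff, the mean inhibition of all tested compounds plus 3 SD, cut at about 27% in these data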;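 also: 0% = DMSO wells and 100% = JAK Inhibitor I control wells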
# Ba/F3 V617F tox: reduced viability of JAK2V617F-dependent Ba/F3 cells, primary screen, JAK2V617F inhibitor project, cell-based, Ba/F3 EpoR-JAK2V617F, luminescence; ATP luminescence; actives 1.1% (n = 220,000); AID 1446, 2008; inhibition, % at 5.6 µM;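 active = inhibition above the campaign mean plus 3 SD over all tested compounds, cut at about 24% in these data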;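 also: cytokine-independent growth of Ba/F3 cells driven by EpoR plus mutant JAK2; 0% = DMSO-treated cells and 100% = JAK inhibitor I control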
# Runt-CBFb FRET: inhibitors of RUNX1 Runt–CBFb binding, primary screen, biochemical, FRET, Cerulean-Runt, Venus-CBFb, uHTS; AID 1496, 2009; Cerulean-Runt/Venus-CBFb FRET ratio 530/480, 1 h; Runt-related transcription factor 1 (Homo sapiens) + Core-binding factor subunit beta …; actives 0.46% (n = 220,000); inhibition, % at 20 µM;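 active = inhibition over about 50% at 20 µM in the single-dose screen, limit read from the data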;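 also: 0% = DMSO wells and 100% = excess unlabeled CBFb competitor control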
#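 Measured by: fluorescence energy transfer, 422 nm excitation, 530/480 nm emission; test system: Cerulean-tagged RUNX1 Runt domain (FRET donor) fusion protein; buffer or medium: Tris pH 7.5 buffer with BSA; compound: one dose, 20 µM compound, 1% DMSO; times: two 1 h room-temperature incubations shielded from light; benchmarks: unlabeled CBFb 5 µM, positive control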
# S1P4 agonist: S1P4 receptor agonists, primary screen, cell-based. Sphingosine 1-phosphate receptor 4 (Homo sapiens), O95977. S1P4-expressing cell line, agonist reporter assay. activation, % at 4.98 µM. actives 0.35% (n = 220,000); in the data active = activation above about 11%;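 also: 0% = DMSO vehicle and 100% = reference agonist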
# Target sequence (O95977 whole entry, looked up): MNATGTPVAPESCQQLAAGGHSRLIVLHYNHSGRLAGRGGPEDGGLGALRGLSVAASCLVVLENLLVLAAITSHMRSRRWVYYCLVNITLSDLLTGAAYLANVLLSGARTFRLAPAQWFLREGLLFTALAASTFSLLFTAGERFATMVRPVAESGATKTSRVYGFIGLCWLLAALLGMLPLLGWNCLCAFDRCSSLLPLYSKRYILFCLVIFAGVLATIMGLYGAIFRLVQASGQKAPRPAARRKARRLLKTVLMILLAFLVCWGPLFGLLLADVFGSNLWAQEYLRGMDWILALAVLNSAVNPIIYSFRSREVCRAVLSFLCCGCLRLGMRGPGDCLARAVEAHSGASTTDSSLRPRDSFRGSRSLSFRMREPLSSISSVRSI
# S1P4 antag: S1P4 receptor antagonists, primary screen, cell-based; Sphingosine 1-phosphate receptor 4 (Homo sapiens), O95977; S1P4-expressing cells, antagonist mode, reporter read-out; inhibition, % at 4.98 µM; actives 0.26% (n = 220,000); in the data active = inhibition above about 29%;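 also: 0% = wells stimulated with agonist and 100% = vehicle wells without agonist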
# RBBP9 inhibitor: human RBBP9 inhibitors, primary screen, biochemical, fluorescence polarization, FP-Rh probe, HTS; actives 0.2% (n = 220,000); Serine hydrolase RBBP9 (Homo sapiens), O75884; recombinant RBBP9; inhibition, % at 7.94 µM;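 active = inhibition above the campaign mean of all tested compounds plus 3 SD, cut at about 14% in these data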;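 also: plate controls were DMSO wells with RBBP9 for no effect and wells lacking RBBP9 protein for full effect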
# Target sequence (O75884 whole entry, looked up): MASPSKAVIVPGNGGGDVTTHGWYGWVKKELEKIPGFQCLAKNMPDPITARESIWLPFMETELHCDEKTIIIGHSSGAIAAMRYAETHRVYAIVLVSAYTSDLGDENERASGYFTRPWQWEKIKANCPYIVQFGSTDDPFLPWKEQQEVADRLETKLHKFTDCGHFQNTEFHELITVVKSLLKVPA
#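 System: RBBP9 protein / Quantity: 2.5 µM RBBP9 dispensing solution, before mixing / Also added: Serine-hydrolase probe FP-Rh, 375 nM pre-mixing / Dosing: 7.94 µM single dose, 0.794% DMSO / Timing: enzyme-compound preincubation 30 min, then probe labeling 45 min, 25 °C / Signal: FP readout at 525/598 nm / Controls: DMSO-treated enzyme wells and wells lacking RBBP9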
# NPY1 pot ag: NPY-Y1 receptor potentiators or agonists, primary screen, cell-based; Neuropeptide Y receptor type 1 (Homo sapiens), P25929; NPY-Y1 expressing cells, potentiator/agonist activation; activation, % at 3.6 µM; actives 0.37% (n = 220,000); AID 1304, 2008; in the data active = activation above about 33%, passing the limit was not always enough;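 also: cells stimulated with NPY at EC10 then isoproterenol at EC100; 0% = low agonist plus stimulus and 100% = saturating agonist plus stimulus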
# NPY-Y1 antag: NPY-Y1 receptor antagonists, primary screen, cell-based; AID 1040, 2008; HEK293-CNG Y1 cells, membrane potential fluorescence; NPY at EC95, then isoproterenol; inhibition, % at 3.6 µM; Neuropeptide Y receptor type 1 (Homo sapiens), P25929; actives 1% (n = 200,000);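 active = inhibition above the campaign mean inhibition of all tested compounds plus 3 SD, cut at about 20% in these data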;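 also: 0% = DMSO wells given NPY plus isoproterenol and 100% = isoproterenol alone without NPY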
#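 Test system: HEK293 cells co-expressing NPY Y1 receptor and cyclic-nucleotide gated channel; Also added: NPY (25 nM), isoproterenol (1 µM), Ro 20-1724 (25 µM); Compound dosing: one concentration, 3.6 µM, in 0.4% DMSO; Timing: dye 3 h, compound 60 min room temperature, stimulation 45 min; Technique: Membrane-potential fluorescent dye readout.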
# NPY2 pot ag: NPY-Y2 potentiators or agonists, primary screen, cell-based; Neuropeptide Y receptor type 2 (Homo sapiens), P49146; cells expressing NPY-Y2, potentiator/agonist read-out; activation, % at 3.6 µM; actives 0.45% (n = 220,000); AID 1359, 2008; in the data active = activation above about 27%;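 also: cells stimulated with NPY near EC25 plus isoproterenol at EC100; 0% = vehicle plus submaximal agonist and 100% = vehicle plus saturating agonist; some results beyond the cut were filed as inactive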
# Target sequence (P49146 whole entry, looked up): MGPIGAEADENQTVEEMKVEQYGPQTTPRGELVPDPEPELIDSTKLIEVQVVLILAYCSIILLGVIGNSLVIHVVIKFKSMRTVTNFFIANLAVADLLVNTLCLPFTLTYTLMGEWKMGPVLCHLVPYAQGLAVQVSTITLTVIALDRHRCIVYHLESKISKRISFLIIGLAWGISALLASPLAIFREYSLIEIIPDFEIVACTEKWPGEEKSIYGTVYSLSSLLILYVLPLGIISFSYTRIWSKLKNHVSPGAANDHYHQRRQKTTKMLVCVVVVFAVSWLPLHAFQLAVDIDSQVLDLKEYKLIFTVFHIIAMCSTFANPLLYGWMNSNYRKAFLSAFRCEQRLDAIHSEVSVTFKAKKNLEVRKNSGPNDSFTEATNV
# Numbers without * were called inactive; / = not tested or not shown; & = joins results of further samples.
Compound,NPY2 pot ag,NPY-Y1 antag,S1P4 agonist,Ba/F3 V617F tox,RBBP9 inhibitor,BaF3 parental,NPY1 pot ag,S1P4 antag,Runt-CBFb FRET
COc1cccc(N(CC(=O)NCC2CCCO2)C(=O)CCC(=O)Nc2nccs2)c1 (configuration not stated),4,-1,0.8,0,-8,-3,6,10,0
O=C(NCc1ccc2c(c1)OCO2)c1ccc(-n2cnnn2)cc1,-6,0,1.4,0,-3,0,-11,-3,0
Oc1ccc(/C=N/Nc2ccc(C(F)(F)F)cn2)cc1O,28*,-10,-0.9,72*,-14,2,55*,25,14
CCSCCNC(=O)c1cncc(Br)c1,12,10,0.1,-1,-1,1,2,-1,2
O=C(COc1ccc2ccccc2c1CN1CCOCC1)N1CCc2ccccc21,26,22*,-0.5,17,-7,8,16,8,-3
O=C(COC(=O)c1cc(NS(=O)(=O)c2cccs2)ccc1O)Nc1cc(Cl)ccc1Cl,8,0,1.5,1,-19,5,8,-7,-2
COc1cc(C(=O)NCc2ccco2)cc(OC)c1OC,-3,6,0.9,1,2,3,-25,-5,1
Clc1ccc(-c2nnc(-c3ccco3)nc2N2CCCCC2)cc1,2,5,1.1,-1,-8,3,0,-9,-3
ONC(=Nc1ccc(Cl)cc1)c1ccccc1,7,-4,-1.3,-5,-8,-1,0,-13,-3
Cc1nc2scc(-c3cccs3)c2c(=O)o1,-18,6,1.9,-2,-7,0,-20,-14,1
COc1ccc(N(C(=O)c2ccc(Br)o2)C2C=CS(=O)(=O)C2)c(OC)c1 (configuration not stated),-3,6,0.3,2,0,2,-2,-11,-2
Cc1nc(N)sc1-c1nnc(SCC(=O)Nc2ccccc2C(F)(F)F)n1C,-8,8,0.6,-3,-8,6,-3,4,1
O=C(Nc1c(Cl)ccc2nsnc12)c1ccco1,7,4,0.7,0,1,5,10,-28,-2
COc1ccc(C)cc1S(=O)(=O)N(C)CC(=O)Nc1ccc2c(c1)OCO2,-11,-2,-4.9,0,5,-1,-5,-23,0
CCOC(=O)c1c(CN2CCCCC2)oc2ccc(O)cc12,-9,9,0.2,3,-10,3,-7,-18,2
O=C(CNC(=S)N(Cc1ccccc1)Cc1cccnc1)NC1CC1,-2,2,0.3,1,0,4,-10,-11,1
COc1c(C)cc(C(=O)C2CCCN(C(=O)c3cccc(-n4cccn4)c3)C2)cc1C (configuration not stated),-29,11,-0.1,0,-5,0,-10,-2,-4
O=C(NCCC1=CCCCC1)c1ccc(F)c(S(=O)(=O)N2CCOCC2)c1,18,-1,-0.5,-1,-2,0,14,-2,-1
O=C(Nc1nc2c(F)cc(F)cc2s1)c1ccccn1,15,3,-0.2,-5,-2,6,14,24,0
COc1ccccc1-c1c(C(F)(F)F)oc2cc(OCC(=O)Nc3cc(C)ccc3C)ccc2c1=O,-13,-4,-2.6,3,-6,7,-6,5,-6
FC(F)(F)c1cnc(N2CCC(=NOCc3ccc(Cl)cc3)CC2)c(Cl)c1,-4,5,-0.9,0,-7,5,0,-9,-2
O=C(Nc1cccc(S(=O)(=O)c2cccc(NC(=O)c3ccco3)c2)c1)c1ccco1,-44,/,2.9,0,-28,-4,-1,-19,-2
CS(=O)(=O)N(CCc1ccccc1)CC(=O)NCc1ccc(Cl)cc1,-1,3,1.8,3,-6,6,-7,-10,-3
Oc1ccc(-c2nc3ncccn3c2Nc2ccc3c(c2)OCO3)cc1,0,1,1.0,-3,-2,-1,-14,-7,3
Cc1cc(-c2ccccc2)n2nc(C)c(-c3ccccc3)c2n1,0,4,-2.6,4,0,5,11,12,-4
COc1ccc(N=Nc2cnc(C)nc2-c2ccccc2)cc1,-2,5,-1.1,-4,7,4,-7,-9,-3
O=C(O)CSC(C(=O)Nc1ccc(C(F)(F)F)cc1)c1ccccc1 (configuration not stated),1,-4,0.5,-3,-3,3,11,5,0
COc1ccc(OC)c(N=c2oc3cc(O)ccc3cc2C(N)=O)c1,19,-6,9.2,0,0,3,1,-21,120*
O=C(CCCc1nc(-c2ccccc2Cl)no1)N1CCOCC1,-13,-3,-0.5,-3,8,9,-2,-10,1
CCc1ccc(/C=N/NC(=O)Cc2cccn2C)cc1,-6,/,-0.9,-2,0,1,2,3,1
CSc1nc2sc3c(c2c(=O)[nH]1)CCCC3,-3,-3,4.0,-1,-7,1,-11,-24,-1
Cc1cc(C)n2nc(C(=O)NNC(=O)c3ccccc3)nc2n1,3,5,-1.1,0,-9,6,-23,-6,1
O=C(Nc1ccc(CN2CCCCC2)cc1)c1cccc(Br)c1,56*,2,-2.5,2,2,4,43*,-2,-1
COc1ccc(C/C(C)=N/NC(=S)Nc2ccc(Cl)cc2)cc1,2,/,2.1,-4,-8,4,2,-20,9
CCN1C(=O)C(O)(CC(=O)c2c(C)coc2C)c2ccccc21 (configuration not stated),-6,-1,0.5,3,-7,4,16,3,4
CCN(CC)C(=O)C1=C(C)Nc2ncnn2C1c1cccnc1 (configuration not stated),4,7,1.9,1,-1,4,25,-23,0
CC(c1ccccc1)N1CC(C(=O)O)CC1=O (configuration not stated),9,-1,-1.2,-1,-5,4,-2,5,1
CSc1ccc(C2Nc3ccccc3-c3cc(C)nn32)cc1 (configuration not stated),4,3,-0.5,-5,-5,-1,-12,1,0
Cc1c(CCC(=O)O)c(=O)oc2c(C)c(OCc3cc4c(cc3Cl)OCO4)ccc12,-4,/,1.8,-5,-1,0,-9,2,1
COc1cccc(NC(=S)N/N=C2\CC(C)(C)Oc3ccc(O)cc32)c1,12,-5,-0.9,5,-2,6,10,-3,1
COC(=O)c1ccc(NC(=O)CNc2ccccc2)cc1,15,0,1.8,-1,2,5,3,7,-1
COc1cc(NC(=O)CSc2nnc(C)s2)cc(OC)c1OC,0,-4,2.2,-2,2,-1,-8,-23,-1
Cc1ccc(NC(=O)CSCc2ccco2)cc1,0,-5,-2.1,0,-2,8,-1,-7,2
O=C1CSC(c2cccnc2)N1C1CCCCC1 (configuration not stated),1,0,2.1,2,-8,4,-1,-4,-4
CCOC(=O)C(=Cc1ccc(OCc2ccc([N+](=O)[O-])cc2)c(OC)c1)C(=O)OCC,-15,-2,-4.5,1,-8,4,-21,5,0
Cc1nn(-c2cccc(Cl)c2)c2c1C(c1cccnc1)C(C#N)=C(N)O2 (configuration not stated),-2,8,2.9,4,-3,4,-4,6,-3
CCOC(=O)N1CCC(NC(=O)c2cc(C)c3c(C)nn(-c4ccccc4)c3n2)CC1,12,-9,-0.7,-4,-3,2,-1,-2,1
Cc1ccc(C(=O)CSc2nnc(COc3cccc4cccnc34)o2)cc1,-2,-1,-0.7,1,-7,6,-8,-9,0
CCOc1ccc(N(CC(=O)NCCc2ccc(OC)cc2)S(C)(=O)=O)cc1,-14,-4,0.1,0,-6,2,2,17,-2
O=C(/C=C/c1ccc(S(=O)(=O)N2CCOCC2)cc1)NCc1ccccc1Cl,6,-3,0.3,0,-2,9,-6,3,-1
O=C(CN1CC(=O)Oc2ccccc21)NCc1ccco1,9,0,1.7,-4,-4,4,12,-2,5
N#Cc1cc(Br)ccc1N=C1CCCN1c1ccccc1,-2,2,0.1,-1,1,5,-7,-4,-2
Cn1c(SCc2nc(-c3ccc(Cl)cc3)no2)nnc1-c1ccco1,-22,7,-0.1,-3,-3,0,-27,12,9
CC(/C=C/c1ccc2c(c1)OCO2)=N\NC(=O)C(O)c1ccccc1 (configuration not stated),-5,/,0.3,-1,-6,-3,-12,4,-1
Cc1cc(C)c(C)c(S(=O)(=O)N2CCN(C)CC2)c1C,-7,1,1.5,-2,7,7,9,-1,2
CCN(CC)C(=S)SC1=CCS(=O)(=O)C1,-7,1,-1.8,1,-9,3,-3,9,2
Fc1ccc(C2c3[nH]c4ccccc4c3CCN2CCCn2cccn2)cc1 (configuration not stated),2,/,1.3,-5,-3,4,13,-41,4
CC1CN(C(=S)SCC(=O)c2ccccc2)CC(C)O1 (configuration not stated),7,-2,3.2,-2,-8,3,45,0,4
CC(C)c1onc(C(=O)N2CCOCC2)c1[N+](=O)[O-],-4,3,-0.5,-3,1,6,1,-7,0
C/C(=N\NC(=O)c1cc2c(s1)CCC(C)C2)c1cccnc1 (configuration not stated),-8,-3,0.4,2,-8,2,-5,-14,-8

# Further records.
Compound,NPY2 pot ag,NPY-Y1 antag,S1P4 agonist,Ba/F3 V617F tox,RBBP9 inhibitor,BaF3 parental,NPY1 pot ag,S1P4 antag,Runt-CBFb FRET
c1ccc(-c2nc3ccccc3s2)nc1,10&-6,1,-1.5&1.6,-4&-1,-11&-6,0&1,13&-12,4&7,1&-3
C/C(CC(=O)Nc1cccc2c1CCCC2)=N\NC(=O)c1cccc2ccccc12,-2,5,0.2,-3,-10,1,-1,-8,2
CCCOn1c(OCC(C)C)nc2ccccc2c1=O,3,13,1.3,-1,3,4,-37,-6,-3
O=C(Nc1ccc(F)cc1F)c1cc(-c2ccco2)on1,-21,0,-1.1,3,-3,4,-9,-5,-1
CCc1nnc(NS(=O)(=O)c2ccc(NC(=O)c3ccc(Cl)cc3)cc2)s1,-21,-3,2.4,2,-2,3,15,1,0
CC1(C)CC(=O)c2cc(OCC(=O)NCC3CCCO3)ccc2O1 (configuration not stated),-10,6,-1.1,3,7,5,2,6,2
CCN(CC)c1ccc(N2C(=O)/C(=C/c3ccccn3)SC2=S)cc1,-22,/,0.8,0,-2,-7,16,-3,0
CCOC(=O)NC(=O)CSc1nnnn1-c1ccc(Cl)cc1,5,6,2.1,-3,-2,3,15,-20,-2
O=C(NC1CCN(Cc2ccccc2)CC1)C1CCN(c2nnc(-n3cccc3)s2)CC1,4,-6,0.3,-2,-2,5,0,-1,-1
